FXIa inh 1536 – factor XIa (human) inhibition; purified FXIa, Boc-Glu-Ala-Arg-AMC fluorogenic substrate; inhibition, % at 5 µM; 220,000 tested, 0.14% active; AID 798;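 active = inhibition of at least 40%; inactive = inhibition below 40%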;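 note: fluorescence of freed AMC excited at 355 nm; 0% = enzyme without compound and 100% = no enzyme blank; many of its hits are not listed in these tables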
Wee1 stabilizer – human Wee1 degradation inhibition, primary screen; 220,000 tested, 1.2% active; reporter increase, % at 5 µM; HeLa Luc-Wee1K328M stability, luciferase luminescence; 100% = proteasome inhibitor MG132 effect; P30291;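 active = activation above the mean of all tested compounds plus 3 SD, set per screening run, cut at about 8.8% in these data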;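 note: cells exposed to compound for 20 h before luminescence read; 0% = DMSO alone and 100% = MG132 at 30 µM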
Mdm2 ligase inh – inhibitors of human Mdm2 E3 ubiquitin ligase. Q00987. cell-based MDM2 ubiquitination luciferase reporter, 2 h; 0 = plate control, 100 = twice control, blank-subtracted. signal enhancement, % at 5 µM. 210,000 tested, 0.11% active. AID 1230;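 active = signal enhancement of 30% or more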;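 note: luminescence tracks abundance of the self-degrading MDM2-luciferase fusion protein; higher signal means inhibition of MDM2 E3 ligase activity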
Target sequence (Q00987 whole entry, looked up, the tested form may be a part): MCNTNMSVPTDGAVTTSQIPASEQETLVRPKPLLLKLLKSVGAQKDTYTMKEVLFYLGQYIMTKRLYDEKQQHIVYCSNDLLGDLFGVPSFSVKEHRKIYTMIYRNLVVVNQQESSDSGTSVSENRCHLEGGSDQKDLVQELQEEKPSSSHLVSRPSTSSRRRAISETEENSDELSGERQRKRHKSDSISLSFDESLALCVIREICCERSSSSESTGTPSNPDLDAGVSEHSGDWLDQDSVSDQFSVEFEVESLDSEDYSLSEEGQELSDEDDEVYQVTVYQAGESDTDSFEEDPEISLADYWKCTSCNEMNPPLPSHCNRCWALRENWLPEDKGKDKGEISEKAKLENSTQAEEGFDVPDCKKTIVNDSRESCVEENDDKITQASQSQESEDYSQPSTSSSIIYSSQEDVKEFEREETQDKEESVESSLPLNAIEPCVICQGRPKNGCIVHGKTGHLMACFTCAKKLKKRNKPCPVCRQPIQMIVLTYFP
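Assay system: mammalian cells stably expressing self-ubiquitinating, self-degrading MDM2 E3–luciferase fusion. Quantity: 2000 cells in each well. Medium: DMEM culture medium. Compound dosing: single-point 5 µM. Timing: cell settling 4 h, compound treatment 2 h, both 37 °C. Technique: luciferase luminescence. Read-out basis: percent signal gain over controls, blank-subtracted. Benchmarks: plate controls and plate blanks.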
FXIIa inh – factor XIIa (human) inhibition | P00748 | purified FXIIa, Boc-QGR-AMC fluorogenic substrate, 2 h | inhibition, % at 5 µM | 220,000 tested, 0.3% active; in the data active = inhibition above about 40%;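 note: 0% = enzyme with no compound and 100% = blank without enzyme; many of its hits are not listed in these tables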
p97 ATPase inh – human p97 ATPase inhibition. AID 1481. P55072. inhibition, % at 8 µM. 220,000 tested, 0.42% active. recombinant p97 ATPase, Kinase-Glo ATP luminescence, 3 h; in the data active = inhibition above about 15%;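 note: 0% = DMSO vehicle and 100% = wells lacking enzyme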
14-3-3 Bad inh – disrupts binding of bovine 14-3-3 zeta to phospho-Bad peptide | AID 781 | 220,000 tested, 0.71% active | TR-FRET 14-3-3zeta/Dy647-pBad peptide displacement, 1 h | inhibition, % at 21.7 µM | P63103;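 active = inhibition above about 70%, limit read from the data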;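 note: 0% = full 14-3-3 plus peptide FRET controls and 100% = background without 14-3-3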
Target sequence (P63103 whole entry, looked up): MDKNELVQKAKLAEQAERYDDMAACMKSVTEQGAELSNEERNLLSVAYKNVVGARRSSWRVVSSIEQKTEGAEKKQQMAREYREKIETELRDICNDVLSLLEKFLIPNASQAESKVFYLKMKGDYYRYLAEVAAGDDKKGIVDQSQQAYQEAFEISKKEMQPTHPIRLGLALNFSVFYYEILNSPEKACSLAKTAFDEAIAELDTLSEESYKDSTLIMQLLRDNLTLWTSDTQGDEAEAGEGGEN
hK5 inh – blocks human kallikrein 5 protease activity. recombinant hK5, fluorogenic AMC substrate cleavage. inhibition, % at 5 µM. 210,000 tested, 0.59% active. AID 873;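 active = inhibition of 40% or more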;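 note: 0% = enzyme controls without compound and 100% = no-enzyme blanks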
Target sequence (Q9Y337 67-293 limits assumed): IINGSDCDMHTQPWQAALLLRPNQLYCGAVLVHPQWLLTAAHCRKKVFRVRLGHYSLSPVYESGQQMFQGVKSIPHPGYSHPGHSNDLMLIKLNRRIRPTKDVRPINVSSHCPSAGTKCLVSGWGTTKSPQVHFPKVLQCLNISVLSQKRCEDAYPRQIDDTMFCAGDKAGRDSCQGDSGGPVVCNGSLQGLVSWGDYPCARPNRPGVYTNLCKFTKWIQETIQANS
Rad51 HR inh – blocks human Rad51 in homologous recombination | Q06609 | hRad51 DNA strand exchange, fluorescence dequenching | inhibition, % at 10 µM | 200,000 tested, 0.085% active | AID 1385;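 active = inhibition above 40% at the single screening dose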;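 note: 0% = DMSO control wells and 100% = blanks with heterologous ssDNA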
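Material: human Rad51–ssDNA filaments; Probe or stimulus: labelled 47-mer dsDNA for strand exchange; Doses: single 10 µM dose; Incubation: 37 °C 15-min filament assembly, 30-min compound preincubation, 15-min exchange; Technique: FRET fluorescence dequenching, excitation 485 nm, emission 520 nm; Measure: Fluorescence-based percent inhibition, control- and blank-normalised; Benchmarks: plate control and blank wells.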
eIF4E-4G inh – blocks eIF4E binding to eIF4G; P63073+Q04637; TR-FRET eIF4E-eIF4GI(517-606) binding, 2 h; inhibition, % at 21.7 µM; 220,000 tested, 0.37% active; AID 782;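 active = inhibition above about 30%, limit read from the data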;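 note: 0% = full FRET control wells and 100% = background wells lacking eIF4GI fragment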
* hit, by the source's call; . = not tested or not shown; & = joins results of further samples; [ ] = dose if it differs, or a comment.

Values run as follows: FXIa inh 1536, Wee1 stabilizer, Mdm2 ligase inh, FXIIa inh, p97 ATPase inh, 14-3-3 Bad inh, hK5 inh, Rad51 HR inh, eIF4E-4G inh
CN(C)S(=O)(=O)Nc1cccc(Br)c1
  -4, -3&2, 2&-14, 2, 4&1, -1&3, -7, 10&-11, -4&5
O=C(O)Cn1c2c(c3ccccc31)CCCC2
  12, 0, -1, 16, 9, -1, -1, -11, 2
Cn1c(-c2sc3cc(C(F)(F)F)cnc3c2-c2cccs2)n[nH]c1=S
  -5, -1, -17, 3, -2, -11, ., ., -2
O=c1[nH]c2ccc([N+](=O)[O-])cc2nc1/C=C(\O)c1ccccc1
  2, 1, ., 9, 3, 40, 0, -7, -1
O=C(NC1CCCCC1)N1CCCc2ccccc21
  4, -4, -15, 14, 1, -9, -21, -4, -3
COc1cccc(CNC(=O)CCn2c(=O)oc3ccccc32)c1
  -13, 5, -11, -12, -3, -12, -29, 8, 1
CC(C)COc1ccc(-c2nnc(-c3ccncc3)o2)cc1
  -1, 4, -23, 8, -2, -12, -2, 2, -9
Cn1c(O)c(C=Nc2ccc(Br)cc2)sc1=O
  0, 3, -12, 5, 5, -22, 2, 0, -4
CC(C)C12CN3CC(C(C)C)(CN(C1)C3c1ccco1)C2=O (stereo not drawn)
  -2, -2, -10, 12, 2, 27, -10, 2, 5
CCOc1ccc(NC(=O)N2CCC(n3nnc4cc(C)ccc43)CC2)cc1
  -4, 1, -15, 2, 0, -13, 5, -2, 6
CCn1c(CNC(=O)C(C)(C)C)nc2ccccc21
  6, -3, -12, 13, -1, 0, -8, 3, 0
c1coc(-c2nc(-c3ccncc3)no2)c1
  1, -1, ., 5, -8, -13, -1, -4, -4
COc1ccccc1NC(=O)C1CCCN(c2nc(C)cc(C)n2)C1 (stereo not drawn)
  -6, -2, 5, 7, -10, 2[fluorescence artefact?], -8, 8, 2
CCCCCCCCCSc1n[nH]c(N)n1
  0, 1, -15, 15, -2, 1[fluorescence artefact?], -8, -1, 6[fluorescence artefact?]
COc1cc(/C=N/NC(=O)Cc2ccccc2)ccc1Oc1ccc([N+](=O)[O-])cc1[N+](=O)[O-]
  2, 0, 10, 7, 1, 7, -8, 16, -3[fluorescence artefact?]
CC(C)CCNC(=O)C(c1ccco1)N(Cc1cccs1)C(=O)Cn1nnc2ccccc21 (stereo not drawn)
  3, 7, -13, -4, 8, -8[fluorescence artefact?], -27, 11, -4
CCOc1ccc(N2C(=O)/C(=C/c3ccco3)N(C)C2=S)cc1
  3, -1, 8, 5, 4, -4[fluorescence artefact?], -12, -7, 18
COc1ccc(N2CCN(C(=O)Cn3nnc(-c4ccccc4N)n3)CC2)cc1
  -5, 0, -12, 0, 1, -4, -21, 7, 5
N#Cc1ccccc1S(=O)(=O)Nc1ccc2c(c1)C(=O)OC2
  0, -2, -7, 8, 7, 4, 1, ., -6
O=C(NCCCN1CCC(Cc2ccccc2)CC1)c1ccc2nc(N3CCOCC3)sc2c1
  11, 0, -18, 20, -6, 5, 24, ., -5

Compound profiles, from the list above. Values in the order: FXIa inh 1536 | Wee1 stabilizer | Mdm2 ligase inh | FXIIa inh | p97 ATPase inh | 14-3-3 Bad inh | hK5 inh | Rad51 HR inh | eIF4E-4G inh
Cn1c(-c2sc3cc(C(F)(F)F)cnc3c2-c2cccs2)n[nH]c1=S is entered as -5 | -1 | -17 | 3 | -2 | -11 | . | . | -2
CCOc1ccc(N2C(=O)/C(=C/c3ccco3)N(C)C2=S)cc1 is entered as 3 | -1 | 8 | 5 | 4 | -4[fluorescence artefact?] | -12 | -7 | 18

(continued)
Values run as follows: FXIa inh 1536, Wee1 stabilizer, Mdm2 ligase inh, FXIIa inh, p97 ATPase inh, 14-3-3 Bad inh, hK5 inh, Rad51 HR inh, eIF4E-4G inh
COC(=O)[C@@H]1C[C@@]2(O)[C@@H](O)[C@@H](O)[C@@H](O)C[C@H]2N1CC(c1ccccc1)c1ccccc1
  1, ., 14, 9, ., -3, 2, 7, -1
O=c1c2c3n(c(=S)nc2[nH]n1-c1ccccc1)CCCCC3
  3, 2, -2, 25, -3, -12, -12, 9, 11
CN(C)C(=O)C(=O)c1cccn1-c1ccccc1C#N
  -11, 0, -2, -13, 6, -2, 4, -9, -5
O=c1c2[nH]c3ccc(F)cc3c2ncn1CCC1=CCCCC1
  1, -4, 2, 8, 2, 4, 4, 19, -2
COc1ccc(NC(C)=O)cc1NC(=O)CN1CCN(c2ccccn2)CC1
  3, 0, -3, 12, 2, 5, -6, ., 1[fluorescence artefact?]
COc1ccccc1OCc1ccc(C(=O)NCCN(C)C)o1
  11, 1, -18, 12, -1, 10[fluorescence artefact?], -2, 5, -7
O=C(CSc1nnc(COc2ccc(F)cc2)o1)N1c2ccccc2CCc2ccccc21
  3, -4, -14, 16, -3, -2, 5, -2, 6
O=C(NC1CCCCC1)C(c1ccccn1)N(C(=O)c1csnn1)C1CC1 (stereo not drawn)
  0, -1, -8, 5, -4, 4, 5, -1, 3
CCC(=O)N1N=C(c2ccccc2)CC1c1ccc([N+](=O)[O-])cc1 (stereo not drawn)
  2, -3, 1, 7, 4, 8, -16, ., 0[fluorescence artefact?]
Cn1cnnc1SCC(=O)N/N=C/c1ccc(OCC(N)=O)cc1
  0, -3, -16, 8, 1, 1, 0, 14, 6
Cc1ccc(C)c(NC(=O)CCC(=O)NNC(=O)C(c2ccccc2)c2ccccc2)c1
  1, -2, -14, 10, 0, 3, -18, -5, 1
O=C1CC(/C=C/c2ccc([N+](=O)[O-])cc2)=Nc2ccccc2N1
  7, -2, 3, 12, 7, -5, 4, -8, -8
CC1c2[nH]c3ccccc3c2CCN1C(=O)Nc1ccccc1 (stereo not drawn)
  7, -2, ., 19, 8, -15[fluorescence artefact?], 26, 0, -10[fluorescence artefact?]
Cc1noc2c1C(c1ccc(N(C)C)cc1)C1=C(CC(C)(C)CC1=O)N2 (stereo not drawn)
  2, -1, -16, 17, 2, 0, -2, -4, -10
COc1ccc(/C=N/Nc2ncc(C(F)(F)F)cc2Cl)cc1OC
  10, 4, 0, 16, -5, 5[fluorescence artefact?], -1, ., 2
O=C(O)CCSc1nc2ccccc2c(=O)[nH]1
  -7, 2, -16, 0, -1, 8[fluorescence artefact?], 11, -3, 1[fluorescence artefact?]
O=C(c1ccc(=O)[nH]n1)N1CCN(S(=O)(=O)c2ccc3ccccc3c2)CC1
  -3, 1, 0, 4, 3, -1, -1, -7, 3
CC(=O)c1c(O)cc(=O)n(-c2ccccc2)c1-c1ccc(C)cc1
  -4, 4, -3, 4, 3, -3, 1, ., 12
O=C(COC(=O)C12CC3CC(CC(C3)C1)C2)NCCCc1ccccc1
  -9, 2, -6, 7, -10, 2, -4, 4, 4
CCOC(=O)CSc1nc2ccccc2c(=O)[nH]1
  5, 0, -10, -1, 2, -1, -6, 4, -2
COc1ccc(/C=C2\CCCC3C2=NN(C(=O)c2ccco2)C3c2ccc(OC)c(OC)c2)cc1OC (stereo not drawn)
  10, -3, 4, 18, -2, 3[fluorescence artefact?], -13, 4, -1[fluorescence artefact?]
COc1cc(NC(=S)NC(=O)CC(C)C)ccc1NC(=O)c1cc2ccccc2o1
  -6, 0, -6, 1, 5, -6, -2, -2, 5
Nc1ccc2c(c1)ncn2CCCn1cnc2cc(N)ccc21
  2, 2, -4, 2, 2, -5, 2, 1, -3
Cc1ccc(C)c(-n2cc(CN3CCN(C(=O)c4ncn[nH]4)CC3)c(-c3ccccc3)n2)c1
  4, -4, 5, 12, 0, -15, 0, 2, -4
COc1ccc(/C(C)=N/NC(=O)CNC(=O)c2cccs2)cc1OC
  -7, -1, -9, 5, 0, -4, -1, -6, -2
FC(F)Oc1ccccc1NC(=S)Nc1cccc(Cl)c1Cl
  20, -4, -4, 16, 4, 7[fluorescence artefact?], -7, -5, -4
c1ccc(-c2cc3c(NCC4COc5ccccc5O4)ncnc3s2)cc1 (stereo not drawn)
  1, -1, -7, 11, 6, -13[fluorescence artefact?], -22, 2, -4
O=C(Nc1ccc(-n2ccnc2P(=O)(O)c2ccccc2)cc1)c1ccccc1Br
  2, 1, -15, -5, -4, 27, -19, ., 5
CCCC1(C(=O)OC)NC(c2ccco2)C2C(=O)N(C)C(=O)C21 (stereo not drawn)
  2, 1, -20, 5, 5, -4, 1, ., 2
Cc1cnc(NC(=O)CCCSc2nc3ccccc3s2)s1
  12, 2, -25, 16, 0, 21, 11, -10, -17
CCNc1ccc(S(=O)(=O)N(C)C)cc1NCC(=O)Nc1ccccc1Cl
  4, 0, -22, 7, 1, -16, -24, -7, -1
O=C1CCCN1CCCNc1ncnc2c1[nH]c1ccccc12
  -12, -2, -15, -13, 1, ., -14, -1, .
CCOC(=O)C1CCN(C(=O)c2oc3ccc(S(=O)(=O)N4CC(C)CC(C)C4)cc3c2C)CC1 (stereo not drawn)
  -1, 11*, -9, 2, -2, 4[fluorescence artefact?], -10, -6, 0
O=C1CCCc2nn(-c3ccccc3)nc21
  0, 0, 8, 7, -6, -7[fluorescence artefact?], -9, -9, 4
CC1(C)OC(=O)C(=NNc2ccc(Br)cc2)C(=O)O1
  3, -1, -12, 10, 5, -6, -12, ., 1
CC12CCC(C(=O)NCc3ccccn3)(OC1=O)C2(C)C (stereo not drawn)
  -5, 0, -5, 8, 5, -11, -20, -8, 0
O=C(CCS(=O)(=O)Cc1ccccc1)N1CCN(Cc2ccccc2)CC1
  -12, 1, -10, 0, 2, -3, 20, 7, 0
COc1ccc(CN/C=C2\CCCCC2=O)cc1
  2, -3, -16, -2, 0, -5[fluorescence artefact?], 16, -3, 2
CCOC(=O)CSc1nnc(CNC(=O)c2ccc(S(=O)(=O)N3CCCCC3)cc2)n1C
  1, 1, ., 7, 0, -6[fluorescence artefact?], -2, 0, -5
CCOC(=O)C1(Cc2ccc(OC)cc2)CCN(C(=O)C2CCCO2)CC1 (stereo not drawn)
  -2, -2, -22, 5, -1, -4, ., ., -2
O=C(CSc1nnc(-c2ccncc2)n1CC1CCCO1)Nc1ccccc1Cl (stereo not drawn)
  0, -1, 0, 4, 3, -15, 2, 31, 6

Bioassay records deposited in PubChem by several laboratories.
